# Screening results: PubChem BioAssay, The Scripps Research Institute Molecular Screening Center
# HCV core dimer – blocks dimerization of HCV core protein | inhibition, % at 5 µM | TR-FRET GST/Flag-core106 dimerization, 1536-well | 300,000 compounds, 0.33% hits;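 active means inhibition above the mean of all tested compounds plus 3 SD, set per screening campaign, cut at about 45% in these data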
#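 Test system: GST/Flag-tagged HCV core106 proteins; Medium: KF-containing HEPES buffer, pH 7.45, DTT, CHAPS, BSA; Times: compound-protein-antibody incubation 4 h at 22.5 °C; Detection: TR-FRET 671 and 617 nm emission; Benchmarks: wells lacking GST-core106 and wells with excess unlabelled core106.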
# TPT1 inh – C. albicans TPT1 enzyme inhibition | recombinant caTPT1, FP RNA substrate dephosphorylation | inhibition, % at 5 µM | 300,000 compounds, 0.81% hits | AID 1962;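 active means inhibition above the mean of all tested compounds plus 3 SD, set per screening campaign, cut at about 24% in these data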;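 further: plate controls were DMSO alone for no effect and ferristatin control at 100 nM for full effect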
# PP5 inh – PP5 (human) phosphatase inhibition; purified PP5c, OMFP substrate fluorescence; inhibition, % at 6.7 µM; 320,000 compounds, 0.18% hits; AID 1987;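 active means inhibition above the campaign's mean inhibition across all tested compounds plus 3 SD, cut at about 9.5% in these data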;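 further: 0% = DMSO only and 100% = 100 µM cantharidin control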
# procasp7 counter – counter-screen for procaspase-3 activators: activators of human procaspase-7. activation, % at 8.5 µM. recombinant procaspase-7, Ac-DEVD-pNA absorbance 405 nm; D23A/D198A/D206A triple mutant, cannot self-cleave; scale: DMSO 0, 5 µM enzyme 100. AID 463210. 330,000 compounds, 0.093% hits;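 active means percent activation above the screen-wide mean plus 3 SD, cut at about 25% in these data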
# Target sequence (P55210 whole entry D23A/D198A/D206A): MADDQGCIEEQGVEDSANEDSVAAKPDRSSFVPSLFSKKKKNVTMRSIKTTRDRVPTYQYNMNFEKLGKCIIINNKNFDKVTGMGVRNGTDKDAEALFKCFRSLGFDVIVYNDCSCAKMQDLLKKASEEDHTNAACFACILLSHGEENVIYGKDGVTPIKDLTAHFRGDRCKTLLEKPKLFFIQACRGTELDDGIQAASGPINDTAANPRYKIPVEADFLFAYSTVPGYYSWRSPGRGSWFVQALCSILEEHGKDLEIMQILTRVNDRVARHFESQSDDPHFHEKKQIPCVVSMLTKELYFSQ
#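 Assay system: Uncleavable procaspase-7 mutant enzyme; Input: 2 µM procaspase-7 mutant as dispensed; Also added: DEVD-pNA substrate; Medium: Zinc-free HEPES pH 7.4 with 300 mM NaCl, 0.01% Triton X-100; Timing: 1 h compound preincubation, 2 h substrate cleavage, 25 °C; Measured by: Epi-absorbance of released pNA at 405 nm, two timepoints.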
# proCasp3 act – procaspase-3 (human) activation | recombinant procaspase-3 D3A, Ac-DEVD-pNA absorbance 405 nm | activation, % at 8.5 µM | 330,000 compounds, 0.11% hits | AID 463141;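 active means activation above the mean of all tested compounds plus 3 SD, cut at about 21% in these data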;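 further: 0% = DMSO alone and 100% = DMSO wells spiked with extra 5 µM PC-3 D3A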
# Target sequence (P42574 whole entry D9A/D28A/D175A): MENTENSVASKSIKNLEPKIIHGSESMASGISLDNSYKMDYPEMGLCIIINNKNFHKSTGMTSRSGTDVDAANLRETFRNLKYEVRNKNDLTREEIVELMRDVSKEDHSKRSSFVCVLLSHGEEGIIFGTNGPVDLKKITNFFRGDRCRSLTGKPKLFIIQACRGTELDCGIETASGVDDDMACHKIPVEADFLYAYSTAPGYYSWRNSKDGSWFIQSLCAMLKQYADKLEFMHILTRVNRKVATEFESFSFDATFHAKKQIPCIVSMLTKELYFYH
#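 Assay system – Procaspase-3 D3A mutant, all three cleavage aspartates alanine · Controls – DMSO-only low control, 5 µM PC-3 D3A high control · Schedule – 1 h compound preincubation, 2 h substrate hydrolysis at 25 °C · Signal – 405 nm absorbance of p-nitroaniline, reads at 0 and 120 min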
# AHR activator – human AHR activation; 320,000 compounds, 2.5% hits; activation, % at 5 µM; AHR-responsive luciferase reporter cells, luminescence; in the data active means activation above about 47%;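 further: 0% = vehicle wells and 100% = reference agonist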
# PP1 inh – counter-screen for PP5 inhibitors: inhibitors of human PP1-alpha; purified PP1alpha, OMFP fluorescence; inhibition, % at 6.7 µM; 320,000 compounds, 0.9% hits;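 active means inhibition above the mean inhibition of all tested compounds plus 3 SD, computed separately for each screening campaign, cut at about 15% in these data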
# Target sequence (P62136 whole entry, looked up): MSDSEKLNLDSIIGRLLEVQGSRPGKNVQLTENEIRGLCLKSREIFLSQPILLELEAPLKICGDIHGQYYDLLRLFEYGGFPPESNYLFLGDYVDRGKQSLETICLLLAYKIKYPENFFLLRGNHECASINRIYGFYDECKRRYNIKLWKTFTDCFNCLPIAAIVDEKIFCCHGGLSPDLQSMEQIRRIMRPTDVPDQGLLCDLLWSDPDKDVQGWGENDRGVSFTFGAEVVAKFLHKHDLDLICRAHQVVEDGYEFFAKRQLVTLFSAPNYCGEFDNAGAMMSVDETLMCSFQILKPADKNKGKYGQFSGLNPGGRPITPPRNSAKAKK
# PAFAH2 inh – inhibitors of human PAFAH2; Q99487; recombinant PAFAH2, FP-rhodamine activity probe, fluorescence polarization; inhibition, % at 3.39 µM; 340,000 compounds, 0.99% hits; AID 492956;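 active means inhibition above the mean over all tested compounds plus 3 SD, cut at about 30% in these data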;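 further: inhibitors block probe labeling of enzyme so polarization drops; 0% = enzyme with DMSO and 100% = wells lacking PAFAH2 protein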
# Fh CTSL1 inh – blocks F. hepatica cathepsin L1 in PFM18AAP counter-screen; recombinant F. hepatica cathepsin L1, Z-Leu-Arg-MCA fluorescence; 300,000 compounds, 0.49% hits; AID 1906; inhibition, % at 5.96 µM;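 active means inhibition above the mean of all tested compounds plus 3 SD, set per screening campaign, cut at about 17% in these data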;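 further: 0% = plate median of test compound wells and 100% = 1 µM Z-Phe-Ala-diazomethylketone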
# * hit, by the source's call; x = not tested or not shown.
SMILES,HCV core dimer,TPT1 inh,PP5 inh,procasp7 counter,proCasp3 act,AHR activator,PP1 inh,PAFAH2 inh,Fh CTSL1 inh
O=C(NCCN1C(=O)S/C(=C\c2ccc(Cl)c(Cl)c2)C1=O)c1cnccn1,19.6,3.0,-0.1,11.1,2.5,4.6,0.4,-0.2,-2.1
CCN(CC(=O)Nc1ccc(OC)cc1)C(=O)c1ccc(=O)n(Cc2ccccc2)n1,x,x,-0.6,-0.2,5.2,-0.2,-1.8,1.3,x
Cc1cccc(N2C(=O)CC(c3ccc(F)cc3)C3=C2COC3=O)c1 (stereo not drawn),-0.7,1.5,-1.5,8.1,8.2,-3.0,5.8,-2.1,-2.8
CCOC(=O)N1CCN(C(=O)N2CCOCC2)CC1,0.0,2.9,-2.3,3.1,-2.3,0.5,-6.1,7.2,-7.9
CCOC(=O)C1(CC2CCCCO2)CCN(Cc2nc(C(C)C)cs2)CC1 (stereo not drawn),6.8,-2.4,-0.4,3.2,-6.0,3.0,-0.8,1.1,-1.5
Cc1ccc(NC(=O)COc2cccc(C)c2C)cc1S(=O)(=O)N1CCCCCC1,6.9,0.0,-0.5,2.1,-0.9,0.2,-0.8,-17.2,-9.5
O=[N+]([O-])c1cccnc1N1CCOCC1,1.1,-0.8,1.3,-0.5,0.7,-3.8,-1.1,-0.4,0.2
Cc1ccccc1NS(=O)(=O)c1cc(OCC(N)=O)c(C)cc1Cl,-3.0,0.1,0.2,2.4,0.1,0.1,9.7,2.4,-1.5
Cc1cc(S(=O)(=O)NC2CC(C)(C)NC(C)(C)C2)c(Cl)cc1Cl,-12.7,-1.1,0.5,-1.7,1.2,2.0,-2.4,-1.2,3.2
Cc1ccc(NC(=O)NC2CC(=O)N(c3ccc4c(c3)OCCO4)C2)c(C)c1 (stereo not drawn),1.8,-0.4,-0.8,2.5,15.3,3.5,-6.2,-1.0,-2.4
CCOc1ccc(-n2c(=S)sc3c(=O)[nH]c(SCC(=O)NCC4CCCO4)nc32)cc1 (stereo not drawn),0.9,-2.7,2.8,2.5,2.1,1.5,1.0,8.1,-1.1
CC(C)CCNC(=O)c1csc2c1CCCCC2,2.1,1.6,1.4,-1.9,7.3,2.5,-2.7,1.6,-1.9
CCN(CC)S(=O)(=O)c1cccc(C(=O)NC(C(=O)NC2=NCCS2)C(C)C)c1 (stereo not drawn),-5.1,3.7,0.8,2.9,3.4,2.7,-1.6,2.9,-4.2
O=C(Cn1cnc2ccccc2c1=O)N1CCN(Cc2ccccc2)CC1,-0.2,-0.4,-0.9,7.0,3.9,1.6,0.8,0.6,1.8
Cc1cc(=O)oc(C)c1C(=O)Nc1ccc(F)cc1,0.5,1.1,1.4,3.8,-7.0,-0.3,-4.0,-1.2,-2.5
CC(=O)Nc1ccc(N(C(=O)c2ccco2)C(C(=O)NC2CCCC2)c2cccs2)cc1 (stereo not drawn),3.5,-2.9,3.2,7.6,6.7,0.6,6.2,0.5,0.1
CCC(=O)Nc1cc(-c2nn(CC(=O)N3CCCCC3)c(=O)c3ccccc23)ccc1N1CCOCC1,1.2,-2.2,0.9,5.6,-5.4,-3.4,2.0,-3.0,1.2
Cc1cc(C)cc(NC(=O)CSc2nc3ccccc3nc2N2CCCCC2)c1,-13.6,-4.9,3.4,3.9,-2.3,2.5,4.2,-1.4,4.1
CC(=O)C[C@H](O)CC(=O)[C@H]1OC(=O)[C@@H](C)C/C=C\Cc2ccccc21,x,x,x,-4.5,5.8,0.5,x,-4.8,x
O=C(O)Cn1c(-c2ccccc2)cc2ccccc21,-7.8,1.9,-2.5,-7.4,-0.3,12.8,-1.8,12.6,4.6
CCN(CC)c1ccc(NC(=O)CSc2nc3nc(C)cc(C)c3c(=O)[nH]2)cc1,-4.5,-2.3,1.5,-4.1,-8.1,3.2,0.3,15.4,-0.2
C=CCn1c(=O)c2c(nc3n2CC(C)CN3CCc2ccccc2)n(C)c1=O (stereo not drawn),5.2,-1.1,-1.9,5.4,-3.2,4.9,-0.9,-1.2,-2.7
O=C(NC1CCN(S(=O)(=O)c2ccc(F)cc2)CC1)c1cccc(F)c1,-5.3,1.9,3.3,7.3,2.4,-6.1,-1.8,-1.1,-3.6
O=C(c1ccc(F)cc1)N1CCN(C2=NS(=O)(=O)c3ccccc32)CC1,6.8,0.6,-1.7,-5.8,12.1,-3.4,-6.7,19.8,6.7
COc1ccccc1N(C(=O)c1ccco1)C(C(=O)NC1CCCC1)c1ccc(N2CCOCC2)cc1 (stereo not drawn),-23.1,1.5,-1.7,3.1,7.0,-1.7,-6.4,14.0,5.6

# Not a retest: entries from further up.
SMILES,HCV core dimer,TPT1 inh,PP5 inh,procasp7 counter,proCasp3 act,AHR activator,PP1 inh,PAFAH2 inh,Fh CTSL1 inh
O=C(NCCN1C(=O)S/C(=C\c2ccc(Cl)c(Cl)c2)C1=O)c1cnccn1,19.6,3.0,-0.1,11.1,2.5,4.6,0.4,-0.2,-2.1
CCN(CC(=O)Nc1ccc(OC)cc1)C(=O)c1ccc(=O)n(Cc2ccccc2)n1,x,x,-0.6,-0.2,5.2,-0.2,-1.8,1.3,x

# Other compounds follow:
SMILES,HCV core dimer,TPT1 inh,PP5 inh,procasp7 counter,proCasp3 act,AHR activator,PP1 inh,PAFAH2 inh,Fh CTSL1 inh
Cc1noc(C)c1S(=O)(=O)N1CCC(Cc2ccccc2)CC1,2.4,-0.9,2.3,12.9,2.1,0.2,-0.1,-1.9,8.8
O=C(/C=C/c1ccccc1Cl)c1cccnc1,2.7,5.0,-0.4,-6.1,1.1,3.8,-3.2,-3.1,5.6
Cc1noc(C)c1S(=O)(=O)N(CC(=O)O)c1ccc2c(c1)OCO2,16.6,-3.9,0.9,7.8,2.3,3.1,1.9,6.7,-1.7
COCCNC(=O)c1ccccc1N(Cc1ccccc1)S(=O)(=O)c1ccc(C)cc1,-6.5,-3.7,-7.3,-7.7,-7.7,-1.0,-2.4,2.9,-6.8
O=C(CSc1nnc(C2COc3ccccc3O2)o1)N1CCCCC1 (stereo not drawn),-1.6,-2.2,1.2,0.0,10.3,0.9,-1.0,1.1,2.6
Cc1ccc(S(=O)(=O)NCC(=O)N/N=C/c2ccc(Cl)cc2Cl)cc1,-5.7,2.5,5.4,-0.8,2.2,0.6,3.3,-5.5,-2.2
Cc1cc(=O)oc2cc(OCC(=O)N3c4ccccc4NC(=O)C3(C)C)ccc12,x,x,x,-2.4,2.5,2.1,x,12.8,x
CC(C)(C)NC(=O)c1ccccc1-c1nc(-c2ccccc2Cl)no1,-9.4,-0.7,-0.4,5.4,2.9,12.8,0.1,-2.1,2.7
CCCCOP(=O)(c1ccc(N(C)C)cc1)C(O)c1ccc(C(C)C)cc1 (stereo not drawn),6.2,-4.0,7.0,2.9,-2.4,0.6,-1.9,9.3,6.3
O=[N+]([O-])c1cccc(-c2nnc(-c3ccccc3)o2)c1,3.6,-2.3,-0.5,7.1,2.2,32.6,-1.4,4.3,2.3
O=C(CCCN1CCOC(c2ccccc2)C1)c1ccc(F)cc1 (stereo not drawn),-16.8,-1.4,1.7,3.1,-11.1,5.5,0.6,5.7,2.9
Cc1ccc(Oc2ncccc2NC(=O)CC2(CC(=O)O)CCCC2)c2c1CCC2,3.5,-3.0,-0.7,-1.0,2.2,-2.3,2.9,-2.5,-2.0
O=C(N/N=C/c1cccs1)c1cncc(Br)c1,-3.9,1.8,1.0,13.5,3.0,28.9,3.9,-4.4,0.8
NS(=O)(=O)c1ccc(Nc2ccc3cc(S(=O)(=O)N4CCCCC4)ccc3n2)cc1,5.4,4.2,3.5,14.3,-2.5,2.7,-2.9,-20.9,4.0
COc1ccc(OC)c(-n2nnnc2SCC(=O)N2CCN(C(=O)c3ccco3)CC2)c1,3.6,-0.8,0.0,2.5,-3.9,-1.1,0.5,-5.7,4.3
O=C(NCCc1c[nH]c2ccccc12)C(=O)NCC1OCCCN1S(=O)(=O)c1ccccc1 (stereo not drawn),15.4,1.4,0.4,6.5,1.5,18.0,-7.2,-3.1,-2.3
Cc1cc(C)c[n+](CC(=O)c2ccc(C)c([N+](=O)[O-])c2)c1,-7.7,1.6,-0.6,-2.1,4.9,18.1,0.7,-4.4,-2.3
CCOC(=O)c1nnn(-c2nonc2N)c1-c1ccc(Cl)cc1,-2.0,1.7,0.6,-3.2,0.3,7.2,-3.0,5.2,2.6
COc1ccc(N2CCN(C(=O)C(NC(=O)c3c(F)cccc3F)C(C)C)CC2)cc1 (stereo not drawn),-6.0,-1.1,4.6,-1.0,-2.7,2.5,-3.5,5.1,25.5*
CC(C)(C)C(O)CN1CCCC1 (stereo not drawn),-4.7,-3.4,-1.3,-2.6,1.1,0.5,4.6,-8.4,0.7
Cc1cc(C)cc(C(=O)Nn2cnnc2)c1,-3.5,-1.1,0.2,12.7,2.7,1.0,0.2,-3.0,-1.8
COC(=O)C(NC(=O)c1ccco1)(Nc1cc(C)ccn1)C(F)(F)F (stereo not drawn),1.6,-1.2,0.6,12.0,3.2,-0.1,-1.5,3.5,-3.2
COC(=O)Nc1ccc(S(=O)(=O)Nc2ccc(O)cc2)cc1,-0.3,-2.3,3.0,-3.8,-5.3,-0.9,-7.3,8.7,-3.0
CCOC(=O)c1sc(N/N=C/c2cccc(C)c2)nc1C,7.2,8.1,-7.0,-11.3,-19.3,98.0*,-10.6,2.8,6.9
COc1ccc2[nH]c(CN3CCC(CO)(CCOc4ccccc4)CC3)c(C)c2c1,-2.5,1.9,3.6,0.9,10.1,0.0,-1.1,1.7,-0.6

# Continuation:
SMILES,HCV core dimer,TPT1 inh,PP5 inh,procasp7 counter,proCasp3 act,AHR activator,PP1 inh,PAFAH2 inh,Fh CTSL1 inh
CC(C)c1ccc(NC(=O)C2CCCCN2S(=O)(=O)c2ccccc2)cc1 (stereo not drawn),x,x,5.6,5.4,2.1,5.0,-1.5,3.4,x
CCc1cc2ccc(C)cc2nc1SCC(=O)N1CCN(C(=O)c2ccco2)CC1,18.7,6.5,5.0,-4.7,-7.6,51.9*,1.2,4.4,1.5
O=C(CSc1ncnc2ccccc12)c1ccco1,-1.2,2.8,-0.8,-24.8,-16.1,19.7,-0.1,-1.3,3.7
CCCCn1nnnc1NCc1ccc(N2CCCC2)cc1,9.2,3.3,0.5,5.6,2.2,8.0,3.0,15.9,1.6
COCCCNC(=O)CC1Oc2ccccc2NC1=O (stereo not drawn),-1.7,-1.7,1.6,-1.3,2.4,-2.0,-1.3,4.5,-0.7
COc1cccc(C2C3(C#N)C(N)=NC(OC)(OC)C23C#N)c1 (stereo not drawn),-2.8,-1.2,1.9,-2.4,9.2,-0.7,-3.7,-3.0,-1.7

# Gathered by group: those above containing a COOH group
SMILES,HCV core dimer,TPT1 inh,PP5 inh,procasp7 counter,proCasp3 act,AHR activator,PP1 inh,PAFAH2 inh,Fh CTSL1 inh
O=C(O)Cn1c(-c2ccccc2)cc2ccccc21,-7.8,1.9,-2.5,-7.4,-0.3,12.8,-1.8,12.6,4.6
Cc1noc(C)c1S(=O)(=O)N(CC(=O)O)c1ccc2c(c1)OCO2,16.6,-3.9,0.9,7.8,2.3,3.1,1.9,6.7,-1.7
Cc1ccc(Oc2ncccc2NC(=O)CC2(CC(=O)O)CCCC2)c2c1CCC2,3.5,-3.0,-0.7,-1.0,2.2,-2.3,2.9,-2.5,-2.0
